DT40 TDP1 no CPT – qHTS for Inhibitors of human tyrosyl-DNA phosphodiesterase 1 (TDP1): qHTS in cells in absence of CPT | DT40 Tdp1-/- hTDP1 cells, no CPT, ATP luminescence, 48 h | Potency, µM (highest dose often 46.2 µM), inactives show at the top dose activity change, negative = growth inhibition, actives largely listed as inhibitors | 15% of 420,000 active | AID 686978, 2013; further: nearly all actives have a fitted effect of over 55% in size
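Growth kinetics read by CellTiter-Glo luminescence after ≥48 hr at 37 °C. Cells: DT40 Tdp1-/- stably carrying human TDP1, 400 per well, compound exposure in the absence of CPT (DMSO vehicle).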
TDP1 inh – TDP1 (human) enzyme inhibition; Q9NUW8; recombinant TDP1, AlphaScreen DNA substrate cleavage; Potency, µM (top dose mostly 130 µM), for the others: top-dose activity change, negative = inhibition, hits mostly inhibitors; 0.28% of 350,000 active; AID 485290; further: nearly all actives have a fitted effect of over 40% in size
Target sequence (Q9NUW8 whole entry, looked up): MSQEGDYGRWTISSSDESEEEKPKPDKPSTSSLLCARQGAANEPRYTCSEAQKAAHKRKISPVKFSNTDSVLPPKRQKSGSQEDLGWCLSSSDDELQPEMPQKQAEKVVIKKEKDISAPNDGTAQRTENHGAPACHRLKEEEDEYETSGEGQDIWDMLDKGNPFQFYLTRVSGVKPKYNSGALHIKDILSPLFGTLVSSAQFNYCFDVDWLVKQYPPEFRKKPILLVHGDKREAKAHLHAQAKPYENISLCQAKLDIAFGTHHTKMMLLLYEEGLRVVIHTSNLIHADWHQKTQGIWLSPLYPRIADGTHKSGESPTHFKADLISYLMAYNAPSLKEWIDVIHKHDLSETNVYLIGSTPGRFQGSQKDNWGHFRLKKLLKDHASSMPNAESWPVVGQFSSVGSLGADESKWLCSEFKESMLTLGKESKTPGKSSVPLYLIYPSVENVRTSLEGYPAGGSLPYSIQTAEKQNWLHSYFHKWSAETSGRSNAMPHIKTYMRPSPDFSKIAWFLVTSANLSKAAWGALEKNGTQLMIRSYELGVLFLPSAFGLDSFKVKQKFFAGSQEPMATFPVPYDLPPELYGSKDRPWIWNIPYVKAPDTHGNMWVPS
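Recombinant human Tdp1 (E. coli-expressed, 1 nM final) preincubated with compounds 15 min at room temperature, then 5'-biotin/3'-phosphotyrosine-FITC DNA substrate (15 nM final) added for 5 min. AlphaScreen beads (10 ug/ml final) added 10 min; cleavage lowers signal.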
TDP1 cell CPT – growth inhibition of DT40 Tdp1-/-;hTDP1 cells with camptothecin (screen for TDP1 inhibitors); chicken DT40 Tdp1-/-;hTDP1 cells + 20 nM CPT, ATP luminescence, 48 h; Potency, µM (doses to about 46.2 µM), for inactives: at the highest dose activity change, negative = growth inhibition, hits mostly inhibitors; 12% of 420,000 active; AID 686979; further: nearly all actives have a fitted effect of over 55% in size
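Cell growth measured by CellTiter-Glo luminescence after a minimum 48 h, 37 C compound exposure with 20 nM CPT in Tdp1-knockout DT40 cells stably expressing hTDP1, seeded 400/well; qHTS titration format.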
Active calls of the source: *; ? = inconclusive; . = not tested or not shown; & = joins results of further samples; [ ] = remark or other dose. The call rests on the fitted dose curve; in most records, active means well fitted curve in the direction sought with a large enough effect; inconclusive means small, poorly fitted or top-dose-only effect, or another doubt; inactive means no such curve, though single readings can be large; an effect the other way counts as inactive or inconclusive. On the % scale 0 is the no-effect control and ±100 the full control effect; potency means the concentration at half of the fitted maximal effect.

Results follow in this order: TDP1 cell CPT | TDP1 inh | DT40 TDP1 no CPT
> CCOC(=O)c1c(C)[nH]c(C)c1S(=O)(=O)N1CCCC(C(=O)NCc2ccccc2Cl)C1 (stereo not given)
    ? | 8% | -27%
> Cc1ccc(CNC(=O)C(=O)NCC(c2ccc3c(c2)OCO3)N2CCOCC2)cc1 (stereo not given)
    2% | 9% | -25%
> COc1ccccc1CN1C(=O)CCC1(C)C(=O)NC1CCCCCC1 (stereo not given)
    -2% | 7% | -17%
> COc1ccccc1CNC(=O)CC1C(=O)NCCN1C1Cc2ccccc2C1 (stereo not given)
    -30% | 5% | 6%
> C/C(Cc1ccccc1)=N\NC(=O)CNC(=O)c1ccc(Br)cc1
    ? | 5% | -6%
> CC1CCN(S(=O)(=O)c2ccc(NC(=O)C3CC(=O)N(c4ccccc4)C3)cc2)CC1 (stereo not given)
    ? | -2% | ?
> Cc1[nH]c2ccccc2c1C(=O)C(C)Sc1nc2ccccc2c(=O)n1Cc1cccnc1 (stereo not given)
    7.9µM* | . | 11µM*
> Cc1cc(C)cc(OC(C)C(=O)Nc2nc3c(s2)CCCC3)c1 (stereo not given)
    ? | 8% | ?
> NC(=S)n1[nH]c(-c2ccc([N+](=O)[O-])cc2)c(N=Nc2cccc([N+](=O)[O-])c2)c1=O
    ? | ? | ?
> C[C@H]1CN([C@@H](C)CO)C(=O)CCCn2nncc2CO[C@H]1CN(C)C(=O)Nc1cccc2ccccc12
    -13% | . | 15%
> CN1/C(=C/c2cccc[n+]2C)Sc2ccccc21
    0.58µM* | . | 0.33µM*
> Cc1nc2ccccc2nc1OCC(=O)Nc1ccc2ccccc2c1
    -9% | 1% | ?
> O=C(COC(=O)c1ccccc1NC(=O)c1ccco1)Nc1ccc2c(c1)OC(F)(F)O2
    -10% | 1% | ?
> O=C(NCc1ccco1)c1ccc2c(c1)N(Cc1c(F)cccc1Cl)C(=O)c1ccccc1S2
    ? | 9% | 16µM*
> Cc1cc(C)nc(Sc2c(F)c(F)c(C(F)(F)F)c(F)c2F)n1
    5% | 0% | -28%
> C=C(C)Cn1c(N2CCC(Cc3ccccc3)CC2)nc2c1c(=O)[nH]c(=O)n2C
    ? | 0%[56.1 µM] | ?
> CCOc1ccc(-n2c(-c3ccc(Cl)cc3)c[n+]3c2SCC3)cc1
    1.8µM* | 6% | 2.1µM*
> CCN(CCCNC(=O)c1ccc(Sc2ccc(C)cc2)c(NC(C)=O)c1)c1cccc(C)c1
    ? | 8% | ?
> Cc1ccc(CN2CCSc3ccc(C(=O)NC4CCN(Cc5ccccc5)CC4)cc32)cc1
    7.3µM* | 9% | 8.2µM*
> COC(=O)c1c(NC(=O)C2C3CCC(C3)C2C(=O)O)sc2c1CCCCC2 (stereo not given)
    -14% | 3% | -18%
> CCCCCCCC1CC(CSC(=N)N)OC1=O (stereo not given)
    15µM* | 0% | 21µM*
> COC(=O)c1ccc(NC(=S)N2CCN(Cc3ccc(Cl)cc3)CC2)cc1
    ? | 6% | 16µM*
> COc1ccc(N2CC(C(=O)Nc3ccc4c(c3)OCO4)CC2=O)cc1 (stereo not given)
    -5% | 3% | 1%
> OC(COc1ccccc1)CSc1ncn[nH]1 (stereo not given)
    -7% | 2% | -7%
> COc1cccc(C(=O)Nc2nc3ccccc3s2)c1
    -6% | 2% | -7%
> COc1cccc(N2CCN(CC(=O)c3c(C)[nH]c4ccccc34)CC2)c1
    ? | 6% | ?
> O=[N+]([O-])c1cc(S(=O)(=O)N2CCCC2)ccc1NN=C1CCCCC1
    -15% | 1% | -16%
> CCOc1ccccc1C(C(=O)NC1CCCCC1)N(C(=O)c1csnn1)C1CC1 (stereo not given)
    -20% | 1% | ?
> COc1cc(-c2cc(-c3ccccc3)nc(SCC(=O)Nc3nccs3)c2C#N)cc(OC)c1OC
    ? | -4% | -19%
> O=S(=O)(NCCc1ccccc1)c1cccs1
    -11% | 8% | -18%
> CCCCNC(=O)C(=O)c1ccccc1NC(C)=O
    -7% | -5% | -1%
> COc1cc(C2C(C(=O)c3ccc(C)o3)=C(O)C(=O)N2CCN2CCOCC2)ccc1OCCC(C)C (stereo not given)
    -3% | 8% | -18%
> O=C(NCC1CCCCC1)c1ccc(Br)o1
    -9% | 2% | 9%
> CCCCN(Cc1nc2ccccc2c(=O)[nH]1)C(=O)COc1ccc(F)cc1Cl
    18µM* | -11% | 15µM*
> COc1ccc(-c2cc(C(F)(F)F)nc(SCC(=O)NCc3cnn(C)c3C)n2)cc1OC
    -29% | -8% | -3%
> CCN(CC)S(=O)(=O)c1ccc(N2CCOCC2)c(NC(=O)C2=COCCO2)c1
    ? | 4% | ?
> Cn1c(SCC(=O)N2CCCc3ccccc32)nc2cccnc21
    ? | 1% | ?
> CCN1CCN(Cc2ccc(NC(=O)c3cc(NC(=O)c4cc(-c5ccc(OC)cc5)n[nH]4)cc(OC)c3)cc2C(F)(F)F)CC1
    ? | 6% | 4.6µM*
> CCc1c(N=O)c(-c2ccccc2)n(O)[n+]1[O-]
    ? | . | ?
> ON=C(CCc1ccccc1)c1ccccc1
    ? | . | ?

Profiles from above:
Shown for CCCCNC(=O)C(=O)c1ccccc1NC(C)=O = TDP1 cell CPT = -7%; TDP1 inh = -5%; DT40 TDP1 no CPT = -1%
Shown for ON=C(CCc1ccccc1)c1ccccc1 = TDP1 cell CPT = ?; TDP1 inh = .; DT40 TDP1 no CPT = ?

Carrying on.
Results follow in this order: TDP1 cell CPT | TDP1 inh | DT40 TDP1 no CPT
> COc1cccc(NC(=O)c2c(C)oc3nc(C)nc(N4CCCC4)c23)c1
    2% | -4% | -12%
> COC(=O)CN1C(=O)C(O)(CC(=O)c2ccc(F)cc2)c2ccccc21 (stereo not given)
    ? | . | ?
> CN(Cc1ccc(C(F)(F)F)cc1)C(=O)[C@H]1O[C@@H](n2ccc(=O)[nH]c2=O)[C@H](O)[C@@H]1O
    -12% | . | 8%
> CCCCNC(=O)c1ccc(Cn2c(=S)[nH]c3c([nH]c4ccc(OC)cc43)c2=O)cc1
    -14% | -1% | ?
> O=C(O)c1ccc(CNCc2ccc(Cl)cc2Cl)cc1
    -13% | -2% | -7%
> Nc1nc(SCc2cccc(Br)c2)n[nH]1
    -14% | 4% | ?
> Cc1cc(O)c2c(c1)C(=O)[C@@]13Oc4c5c(c(O)c6c(O)cc(C)cc46)C(=O)C[C@H](O)[C@H]5[C@@H]1[C@@H](O)CC(=O)C3=C2O
    15µM* | . | ?
> CN(C)/C=C/C(=O)c1ccccc1OCc1cnc(Cl)s1
    -6% | 5% | -17%
> COc1ccc(NC(=O)Cn2c(=O)oc3cc(S(=O)(=O)N4CCCC4)ccc32)cc1
    -18% | . | -20%
> COc1ccc(C)cc1NC(=O)CCC(=O)Nc1nnc(C(F)(F)F)s1
    -3% | 5% | -1%

A draw from above in order of SMILES length, smallest number first.
Results follow in this order: TDP1 cell CPT | TDP1 inh | DT40 TDP1 no CPT
> O=C(O)c1ccc(CNCc2ccc(Cl)cc2Cl)cc1
    -13% | -2% | -7%
> COC(=O)CN1C(=O)C(O)(CC(=O)c2ccc(F)cc2)c2ccccc21 (stereo not given)
    ? | . | ?
> COc1ccc(NC(=O)Cn2c(=O)oc3cc(S(=O)(=O)N4CCCC4)ccc32)cc1
    -18% | . | -20%

Next results.
Results follow in this order: TDP1 cell CPT | TDP1 inh | DT40 TDP1 no CPT
> CNS(=O)(=O)c1cccc(C(=O)NNC(=O)c2ccc(COc3ccccc3)cc2)c1
    6% | 4% | ?
> COc1cccc(-c2ccc3c(N)c(C(=O)c4ccc(Cl)cc4)sc3n2)c1
    8.2µM* | . | 7.3µM*
> CC1(C(=O)NS(=O)(=O)c2ccc3c(c2)CCO3)CCN1C(=O)Cc1ccc(-c2ccccc2)cc1 (stereo not given)
    -4% | . | -9%
> Cn1c(SC(C(=O)Nc2ccc(F)cc2)c2ccccc2)nc2ccccc21 (stereo not given)
    ? | 3% | ?
> COC(=O)/C=C/C(=O)Nc1ccc(O)c(Cl)c1
    ? | -1% | ?
> CC(=O)c1cccc(CN2CCCC(C(=O)c3ccc4c(c3)OCO4)C2)c1 (stereo not given)
    2% | 9% | ?
> CCCOc1ccc(NC(=O)CC2C(=O)N(c3ccc(C)cc3)C(=O)N2Cc2cccc(OC)c2)cc1 (stereo not given)
    -3% | 6% | -12%
> CCCC1C2C(=O)N(c3ccc(OC)cc3)C(=O)C2ON1c1ccccc1 (stereo not given)
    0% | 2% | -5%
> CCCNC(=O)C1(C)CCCN(Cc2cccn2C)C1 (stereo not given)
    -30% | . | 1%
> CCc1ccc(-n2nc(C)c3c(C)cc(=O)n(CC(=O)Nc4cc(C)ccc4C)c32)cc1
    -8% | 5% | -16%
> COc1cc(C=O)ccc1OS(=O)(=O)c1ccccc1[N+](=O)[O-]
    ? | 8% | ?
> c1ccc(CCNc2nc(-c3ccncc3)cs2)cc1
    ? | 1% | ?
> CCN(CC)S(=O)(=O)c1cc(C(=O)NCCN2CCOCC2)ccc1Cl
    5% | 5% | -5%
> Fc1ccc(-c2nn(-c3ccc(Cl)cc3)c3c2cnc2ccc(F)cc23)cc1
    3% | -9% | -4%
> Cc1ccccc1OCC(=O)Nc1c2c(nn1C(C)(C)C)CS(=O)(=O)C2
    -9% | 1% | -10%
> CCOc1ccc(CC(=O)NCCc2sc(-c3cccc(F)c3)nc2C)cc1
    ? | 7% | -30%
> COc1ccc(CN2C(=O)C(CC(C)C)Nc3ncnc(N4CCN(c5ccccc5)CC4)c32)cc1 (stereo not given)
    18µM* | 3% | ?
> CC1CCC(N2CC(=O)N(C3CCCCC3)C(c3ccc(F)cc3)C2=O)CC1 (stereo not given)
    4% | 5% | -21%
> CC(C)(C)c1ccc(C(=O)NNc2cc(N3CCCCC3)nc(N3CCCCC3)n2)cc1
    26µM* | 6% | ?
> O=C(CS(=O)(=O)Cc1ccccc1)Nc1ccccn1
    0% | 0% | -4%
> COc1ccc(C(=O)CSc2nc(-c3ccccn3)nc(C)c2Cl)cc1
    ? | 5% | ?
> Cc1ncoc1C(=O)N1CCOc2ccc(CN3CCC(Oc4cccnc4)CC3)cc2C1
    7% | . | -24%
> O=C(Nc1c2c(nn1-c1ccc(Cl)cc1)CS(=O)(=O)C2)c1cccc(Cl)c1
    16µM* | 3% | 21µM*
> CCN(CC(=O)NCc1ccc(F)cc1)C(=O)/C=C/c1ccco1
    -13% | 0% | ?
> CCNc1nc(NC(C)C)nc(Oc2ccc(OCc3ccccc3)nn2)n1
    ? | -1% | ?
> Cc1ccccc1N1C(=O)C(Oc2ccc(Cl)cc2)C1CNCC1CCCO1 (stereo not given)
    ? | 2% | ?
> COc1ccc(-c2nc(S(=O)(=O)c3ccc(Cl)cc3)c(NCc3ccccc3)o2)cc1
    16µM* | . | ?
> CCc1cccc2c(C(=S)N3CCOCC3)c[nH]c12
    1% | -5% | -11%
> CN[C@@H]1[C@@H](O[C@H]2O[C@H](CO)[C@@H](N)[C@H](O)[C@H]2O)O[C@H]2C[C@@H](N)[C@@H](O[C@H]3[C@H](O)[C@@H](O)[C@H](N)C[C@@H]3N)O[C@@H]2[C@@H]1O
    -5%[21.1 µM] | . | -4%[21.1 µM]
> Cc1ccc(NS(=O)(=O)c2ccc(NC(=O)CN(c3cc([N+](=O)[O-])ccc3C)S(C)(=O)=O)cc2)c(C)c1
    ? | 8% | ?
> CCCCC[C@@H]1C=C(C(=O)O)[C@H](c2ccc3c(c2)OCO3)N1S(=O)(=O)c1ccc(C)cc1
    14% | 3% | -7%
> FC(F)(F)c1ccccc1-c1nc(NCc2cccs2)c2ccccc2n1
    ? | . | -26%
> CCCCCn1nnnc1C1c2ccccc2C(=O)N1Cc1ccco1 (stereo not given)
    ? | . | ?
> CCOC(=O)c1nn(-c2ccc(F)cc2)c(=O)cc1OCC(=O)Nc1ccc(F)c(F)c1
    -17% | 3% | 0%
> COc1cc(/C=N/NC(=O)Cc2csc(C)n2)ccc1OCC(C)C
    -9% | -9% | -30%
> O=C(C(=O)N1CCN(CCN2CCOCC2)CC1)c1ccccc1
    -6% | . | 2%
> CC(=O)Nc1ccc(S(=O)(=O)Nc2nc3c(s2)CCCC3)cc1
    -18% | 11% | -22%
> CC(=O)Nc1ccc(S(=O)(=O)N(Cc2ccco2)CC2CCCO2)cc1 (stereo not given)
    -1% | 0% | ?
> CCC1=C2CC[C@H]3C(=O)N(c4ccccc4)C(=O)[C@H]3[C@H]2[C@@]2(C)C(=NCC3CC3)OC(=O)N2C1=O
    20% | 6%&2% | -1%
> CCOc1ccc(/C=N/NC(=O)CC(=O)Nc2ccc(Cl)c(Cl)c2)cc1
    8% | 3% | -1%

Screening data: PubChem BioAssay, National Center for Advancing Translational Sciences (NCATS)
